DTT redox prof – compounds producing H2O2 with reducing agent – biochemical, NIH compound library profiling, artefact control for MLSCN library redox annotation, primary screen; activation, % at 10 µM; 200,000 tested, 0.03% active; DTT-dependent redox cycling H2O2, phenol red/HRP absorbance; 100% = 100 µM peroxide control, 0% = buffer;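 active means activation of at least 50% relative to the plate's high and low controls in the primary single-dose screen; inactive means activation below 50%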;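 further: compound incubated with DTT at 0.8 mM final as the reducing agent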
L major viab – Leishmania major promastigote growth inhibition, primary screen; AID 1063, 2008; inhibition, % at 10 µM; Leishmania major promastigotes, resazurin fluorescence viability; 200,000 tested, 9% active; in the data active means inhibition above about 50%;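 further: promastigotes grown with compound for 44 hours at 28 °C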
PMI activator – activators of human PMI, primary screen, biochemical, fluorescence intensity, near-Km mannose 6-phosphate. Mannose-6-phosphate isomerase (Homo sapiens), P34949. purified human PMI, coupled resazurin fluorescence, 20 min; hits give high values; 1 = vehicle control, 0 substrate-free wells. activation factor at 20 µM. 190,000 tested, 0.005% active. AID 1214, 2008;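 active means activation factor of 2 or more at 20 µM, relative to plate controls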
Target sequence (P34949 whole entry, looked up): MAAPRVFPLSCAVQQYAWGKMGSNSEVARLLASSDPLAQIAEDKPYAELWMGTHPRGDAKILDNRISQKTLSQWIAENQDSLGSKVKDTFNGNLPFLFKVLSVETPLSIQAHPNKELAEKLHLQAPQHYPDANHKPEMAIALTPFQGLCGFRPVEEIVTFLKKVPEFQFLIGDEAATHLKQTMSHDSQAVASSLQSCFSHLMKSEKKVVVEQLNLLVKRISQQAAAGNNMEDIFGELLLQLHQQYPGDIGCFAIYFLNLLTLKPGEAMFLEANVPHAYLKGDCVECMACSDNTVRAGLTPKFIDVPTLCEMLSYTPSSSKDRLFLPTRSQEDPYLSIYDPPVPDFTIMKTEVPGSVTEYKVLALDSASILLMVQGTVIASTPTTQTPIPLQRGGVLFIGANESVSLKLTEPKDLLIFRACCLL
TNAP inh no acc – human TNAP enzyme inhibitors, primary screen, biochemical, luminescent, no phosphate acceptor, uHTS; Alkaline phosphatase, tissue-nonspecific isozyme (Homo sapiens), P05186; purified TNAP, CDP-star luminescence, 30 min; AID 1012, 2008; 200,000 tested, 0.26% active; inhibition, % at 20 µM;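 active means tissue-nonspecific alkaline phosphatase inhibition above about 50% at 20 µM in the single-dose screen, limit read from the data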;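 further: 0% = DMSO negative control and 100% = EDTA positive control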
PMI act hi M6P – human PMI activators, high substrate, primary screen, biochemical, fluorescence intensity, near-saturating mannose 6-phosphate | Mannose-6-phosphate isomerase (Homo sapiens), P34949 | coupled PMI enzyme assay, resazurin fluorescence, 20 min; hits give high values; 1 = untreated enzyme, 0 = substrate-free blank | activation factor at 20 µM | 190,000 tested, 0.34% active | AID 1216, 2008;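 active means activation factor of 2 or more at 20 µM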
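Test system: human phosphomannose isomerase with PGI, G6PDH, diaphorase coupling enzymes / Doses: 20 µM compound, 1% DMSO / Times: enzyme reaction with compound 20 min at room temperature / Measured by: Diaphorase-driven resazurin-to-resorufin fluorescence, excitation 544, emission 590 nm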
RAM inhibit – inhibitors of the yeast RAM network, primary screen, dse1pr::URA3 reporter, 5-FOA selection; S. cerevisiae dse1pr::URA3 reporter, 5-FOA growth OD615, 2 d; analog-sensitive cbk1-as2 kinase mutant strain; inhibition, % at 50 µM; 190,000 tested, 1.8% active;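 active means inhibition above a set limit, 3 SD over mean compound inhibition, cut at about 8.4% in these data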;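 further: 0% = DMSO-only wells with no growth and 100% = 10 µM 1-NA-PP1 full growth; inhibition rescues growth on 5-FOA so higher OD means more RAM inhibition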
S1P3 antag – S1P3 receptor antagonists, primary screen, cell-based; Sphingosine 1-phosphate receptor 3 (Homo sapiens), Q99500; CHO S1P3 NFAT-BLA reporter, FRET fluorescence, antagonist mode; inhibition, % at 4.98 µM; 170,000 tested, 0.27% active; AID 485, 2006;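 active means inhibition above the plate cutoff, the mean inhibition of test wells on that plate plus 3 SD, cut at about 28% in these data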;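 further: cells challenged with S1P at its EC80 of 0.8 µM; blue over green emission ratio from cleaved BLA substrate after 4 h stimulation; 0% = S1P-stimulated wells and 100% = unstimulated DMSO-only wells; some compounds past the cut are filed as inactive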
Target sequence (Q99500 whole entry, looked up): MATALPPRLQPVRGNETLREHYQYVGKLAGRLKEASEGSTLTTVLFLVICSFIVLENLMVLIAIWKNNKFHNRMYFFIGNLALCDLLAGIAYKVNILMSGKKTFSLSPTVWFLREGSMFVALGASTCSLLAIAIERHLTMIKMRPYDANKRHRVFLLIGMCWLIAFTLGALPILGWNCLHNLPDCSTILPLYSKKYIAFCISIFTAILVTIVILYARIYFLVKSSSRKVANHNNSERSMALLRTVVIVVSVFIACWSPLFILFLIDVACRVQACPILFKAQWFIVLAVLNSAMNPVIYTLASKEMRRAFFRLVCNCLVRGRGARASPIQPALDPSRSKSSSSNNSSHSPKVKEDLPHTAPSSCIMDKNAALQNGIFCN
Hsp70 act – Hsp70 transcriptional activators, primary screen, cell-based, HeLa, Hsp70 promoter luciferase, luminescence, 10 µM; HeLa Hsp70 promoter luciferase reporter; scaled: vehicle 0, proteasome-inhibitor control 100%; activation, % at 10 µM; 200,000 tested, 0.04% active;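 active means activation above the mean across all tested compounds plus 3 SD, cutoff set per campaign, cut at about 5.5% in these data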;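 further: 100% = MG132 at 30 µM as the positive control and 0% = DMSO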
Efa HMGR inh – inhibitors of E. faecalis class II HMGR, primary screen, biochemical, Enterococcus faecalis; inhibition, % at 10 µM; 190,000 tested, 0.41% active; purified E. faecalis HMGR, NADPH absorbance 340 nm kinetic; HMG-CoA reductase (Enterococcus faecalis, mvaE); AID 1066, 2008;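 active means inhibition above a set limit, the median over all tested compounds plus 3 SD, cut at about 9.5% in these data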;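 further: enzyme runs in reverse so mevalonate oxidation gives rising NADPH absorbance; 0% = complete reaction with DMSO and 100% = background rate lacking mevalonate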
TNAP inh hiacc – human TNAP enzyme inhibitors, primary screen, biochemical, luminescent, high phosphate acceptor level, uHTS | Alkaline phosphatase, tissue-nonspecific isozyme (Homo sapiens), P05186 | purified TNAP, CDP-star luminescence, 1 M DEA | inhibition, % at 20 µM | 200,000 tested, 0.03% active;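 active means over 50% inhibition of tissue-nonspecific alkaline phosphatase at 20 µM in the single-dose screen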;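 further: plate controls were DMSO wells for no effect and EDTA-quenched wells as full inhibition for full effect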
Active calls of the source: *; x = not tested or not shown.

smiles,DTT redox prof,L major viab,PMI activator,TNAP inh no acc,PMI act hi M6P,RAM inhibit,S1P3 antag,Hsp70 act,Efa HMGR inh,TNAP inh hiacc
CCOc1ccccc1N(CC(=O)NCC1CCCO1)C(=O)CCC(=O)Nc1ccccn1 (stereo unspecified),0.2,-3,1,-7,0.9,0.1,-10,-0.4,-1,-2
CCOc1ccc(C(=O)NC(=S)Nc2cccc(NC(=O)c3ccco3)c2)cc1[N+](=O)[O-],0.9,21,0.8,-5,0.9,8.8*,-5,-0.3,0,-1
NC(=O)Cn1cnc2nc3n(c2c1=O)CCC3,-0.9,-2,0.9,-6,0.9,-0.4,-2,-0.2,-5,-3
CCOCc1cn(CC(=O)c2ccc(Cl)cc2)c(C)nc1=N,-3.0,-3,1,-3,1,0.5,x,0.2,-6,-3
COc1ccccc1/C=C/C(=O)NC(=S)NCC1CCCO1 (stereo unspecified),-0.6,9,0.9,-11,0.9,0.9,-5,0.0,-8,-6
COc1ccc(C2OC(=O)CC2C(=O)NCc2ccc(Cl)cc2)cc1OC (stereo unspecified),-0.2,17,1,-16,1.1,-0.3,-3,-0.1,-5,-6
CC(C)N1CC23C=CC(O2)C(C(=O)OCc2ccccc2)C3C1=O (stereo unspecified),-0.3,8,1,-6,0.9,-1.8,x,-0.2,-8,-1
Cc1c(Cl)cccc1-n1c(SCC(=O)N(C)Cc2ccccc2)nnc1-c1ccncc1,-0.3,47,1,-7,1.1,1.7,x,0.0,0,-2
C=C(C)C1CC=C(C)/C(=N/NC(=O)c2cccc([N+](=O)[O-])c2)C1 (stereo unspecified),0.0,100*,1.1,-6,1,2.4,-6,-0.3,2,-4
Cn1c(=O)c2c(nc(N3CCc4ccccc4C3)n2C)n(C)c1=O,-0.6,4,1,-6,1,2.0,-14,-0.4,0,-4
O=C(CSc1nc(N2CCCCC2)nc(N2CCCCC2)n1)c1ccccc1,-2.8,-3,0.9,-1,0.9,3.4,-6,1.3,-1,-3
c1ccc(N2N=C(c3cccs3)CC2c2ccco2)cc1 (stereo unspecified),-6.9,14,1,-48,1.1,6.1,x,-0.2,-1,-20
NC(=O)C1CCN(C2CC(=O)N(c3cccc(F)c3)C2=O)CC1 (stereo unspecified),0.6,4,1,-6,1,0.7,-18,-0.1,-2,0
O=C(CNC(=O)c1ccc(Cl)cc1)N/N=C/C=C/c1ccccc1,-0.1,2,0.9,0,0.9,4.0,-2,-0.3,-10,-7
Cn1c(=O)[nH]c(=O)c2c1nc(SCCO)n2CC(O)COc1ccccc1 (stereo unspecified),-0.8,-5,1,-6,1,-0.1,13,-0.3,-7,0
Cc1cc2cc(C)c(NCCNC(=O)c3ccccc3F)nc2cc1C,-0.2,16,0.9,-4,0.8,2.3,5,0.0,-2,-5
Cc1cccc(N(C(=O)c2csnn2)C(C(=O)NC(C)(C)C)c2ccncc2)c1 (stereo unspecified),0.6,-4,0.9,-5,1,0.9,x,-0.3,-2,-2
O=C(CN1CCCCC1)Nc1ccccc1NC(=O)CN1CCCCC1,-0.8,-3,0.9,-13,0.9,1.5,-16,0.0,-3,-8
CC(C)Nc1nc(SCC(=O)Nc2ccccc2)nc(N2CCOCC2)n1,-0.4,3,0.8,0,0.9,1.8,-3,0.1,2,-1
Cc1nnc(Sc2nc3c(c(=O)n(C)c(=O)n3C)n2Cc2ccc(Cl)cc2)s1,0.6,0,0.9,-11,0.9,2.1,-15,-0.5,-3,-6
COC(=O)Cn1c(C(F)(F)F)nc2ccccc21,-0.7,11,1.1,-7,1.1,2.2,x,-0.4,-1,-1
Cc1c2c(n3c(nc4ccccc43)c1C#N)N(CCN(C)C)CC2,-0.9,11,1,-22,0.9,0.1,-7,-0.5,-8,-12
Cc1nc(NC2=NCN(CCc3ccccc3)CN2)nc2c(C)cccc12,1.3,96*,x,x,x,x,-3,-0.2,x,x
Cc1ccc(/C=C/C(=O)OCC(=O)Nc2cccc(S(=O)(=O)N(C)C)c2)o1,-0.3,-5,0.9,-6,0.9,3.0,-27,0.0,-2,2
COC(C(=O)Nc1ccc(C(N)=O)cc1)c1ccccc1 (stereo unspecified),-0.2,-4,1,-2,1,2.2,-5,-0.3,1,-5

(next part)
smiles,DTT redox prof,L major viab,PMI activator,TNAP inh no acc,PMI act hi M6P,RAM inhibit,S1P3 antag,Hsp70 act,Efa HMGR inh,TNAP inh hiacc
O=C1CCC([N+](=O)[O-])C(c2cccc([N+](=O)[O-])c2)N1 (stereo unspecified),-0.8,0,0.9,-4,0.9,1.9,-6,-0.2,-3,4
C=CCN1CC(O)=C(c2ccccc2)C1=N,0.1,-4,1,-10,1,0.1,-13,-0.2,-3,-10
O=C(O)C1CCCCN1S(=O)(=O)c1cccc2nsnc12 (stereo unspecified),0.1,2,1.1,-13,1,1.8,5,-0.2,0,-4
CNS(=O)(=O)c1ccc(NC(=O)c2ccccn2)cc1,-0.1,47,1,-17,0.9,1.2,-7,-0.1,1,-1
N#C/C(=C\C=C\c1ccccc1)C(=O)NCc1cccnc1,-0.4,49,1,-6,0.9,-1.3,0,2.5,-2,-3
Cc1ccc(S(=O)(=O)N2CCCC(c3nnc4n3-c3ccccc3SC4)C2)cc1 (stereo unspecified),3.0,5,0.9,-16,0.9,1.7,-12,-0.1,-3,-5
CN(CCNC(=O)c1ccc(N2CCCC2=O)cc1)CCc1ccccc1,0.5,9,1,-10,1,-0.3,x,-0.2,-1,-1
CCC(C)NS(=O)(=O)c1ccc(OCC(=O)NCc2cccnc2)cc1 (stereo unspecified),-14,-3,1,-9,1.1,0.6,-43,-0.1,0,-3
Cc1cccc(NC(=S)N(C)C2(c3ccccc3Cl)CCCCC2=O)c1 (stereo unspecified),0.3,9,0.9,-5,1,-0.4,x,-0.2,0,-5
COc1ccc(-n2cc(CNCCc3nc(C)cc(C)n3)c(-c3ccccc3Cl)n2)cc1,11,8,x,-2,x,2.2,4,0.1,-4,-2
Cc1ccc(-n2nnnc2SCC(=O)N2CCN(C(=O)c3ccco3)CC2)c(C)c1,2.4,10,0.9,-16,0.9,1.1,19,0.0,1,-6
CC(C)(C)n1nc2c(c1NC(=O)c1cccc(C(F)(F)F)c1)CS(=O)C2 (stereo unspecified),3.2,-9,1.1,-12,1,1.3,-4,-0.5,3,-3
COC(=O)C1=C(C)NC(=O)/C1=C\N(C)C,-1.2,1,1.3,-4,1.1,-0.2,-4,0.1,-2,-2
COc1ccc(-c2noc(CCC(=O)N3CCN(c4cccc(C(F)(F)F)c4)CC3)n2)cc1,-0.7,-4,1,-2,1,3.0,x,-0.4,0,1
CCOC(=O)c1sc2nc(CN3CCN(c4cccc(C(F)(F)F)c4)CC3)[nH]c(=O)c2c1C,0.2,-3,1,-33,1,1.8,-12,-0.3,-1,1
CC(CN1CCNCC1)(NS(=O)(=O)c1ccccc1)c1ccccc1 (stereo unspecified),0.1,-2,1,6,1,-1.0,-41,0.2,-1,2
CCC(C)C(=O)Nc1cc(C(=O)OC)ccc1C(=O)OC (stereo unspecified),0.2,0,0.9,0,1,2.2,x,-0.4,-5,5
CCOC(=O)C1C2C=CC3(CN(Cc4ccccc4)C(=O)C13)O2 (stereo unspecified),-0.1,-4,1.1,-11,1.1,0.1,-7,-0.2,0,-1
Cc1cc(C)c2nc(Cl)c(C3NC(=O)c4ccccc4N3)cc2c1 (stereo unspecified),0.0,6,0.9,-16,0.9,3.6,-16,-0.3,-9,-8
CCOC(=O)/C(=N\Nc1ccccc1)S(=O)(=O)c1ccccc1,-0.1,2,1,-9,1.1,-0.1,x,-0.2,-2,-3
CCOC(=O)c1cc(-c2nnc(-c3ccc(Oc4ccccc4)cc3)o2)c(C)nc1C,0.0,-8,0.9,-7,0.9,2.9,-3,0.1,-4,0
CS(=O)(=O)N1CCN(C(=O)c2ccc(Cl)s2)CC1,-0.2,-3,1,-18,1,0.6,-6,0.1,-2,-8
Oc1ccc2ccccc2c1CN1CCCC1,0.5,1,0.6,-9,0.3,6.1,-3,-0.3,-2,-6

From PubChem
